WRN helicase inh = qHTS for Inhibitors of WRN Helicase. WRN helicase unwinding, fluorescent forked duplex, kinetic. Potency, µM (highest dose often 114 µM), without a hit: at the top dose activity change, negative = inhibition, hits mostly inhibitors. 360,000 tested, 0.46% active; further: potency means the concentration at half of the fitted maximal effect; on the % scale 0 is the no-effect control and ±100 the full control effect; nearly all actives have a fitted effect of over 55% in size
Target sequence (Q14191 whole entry, looked up): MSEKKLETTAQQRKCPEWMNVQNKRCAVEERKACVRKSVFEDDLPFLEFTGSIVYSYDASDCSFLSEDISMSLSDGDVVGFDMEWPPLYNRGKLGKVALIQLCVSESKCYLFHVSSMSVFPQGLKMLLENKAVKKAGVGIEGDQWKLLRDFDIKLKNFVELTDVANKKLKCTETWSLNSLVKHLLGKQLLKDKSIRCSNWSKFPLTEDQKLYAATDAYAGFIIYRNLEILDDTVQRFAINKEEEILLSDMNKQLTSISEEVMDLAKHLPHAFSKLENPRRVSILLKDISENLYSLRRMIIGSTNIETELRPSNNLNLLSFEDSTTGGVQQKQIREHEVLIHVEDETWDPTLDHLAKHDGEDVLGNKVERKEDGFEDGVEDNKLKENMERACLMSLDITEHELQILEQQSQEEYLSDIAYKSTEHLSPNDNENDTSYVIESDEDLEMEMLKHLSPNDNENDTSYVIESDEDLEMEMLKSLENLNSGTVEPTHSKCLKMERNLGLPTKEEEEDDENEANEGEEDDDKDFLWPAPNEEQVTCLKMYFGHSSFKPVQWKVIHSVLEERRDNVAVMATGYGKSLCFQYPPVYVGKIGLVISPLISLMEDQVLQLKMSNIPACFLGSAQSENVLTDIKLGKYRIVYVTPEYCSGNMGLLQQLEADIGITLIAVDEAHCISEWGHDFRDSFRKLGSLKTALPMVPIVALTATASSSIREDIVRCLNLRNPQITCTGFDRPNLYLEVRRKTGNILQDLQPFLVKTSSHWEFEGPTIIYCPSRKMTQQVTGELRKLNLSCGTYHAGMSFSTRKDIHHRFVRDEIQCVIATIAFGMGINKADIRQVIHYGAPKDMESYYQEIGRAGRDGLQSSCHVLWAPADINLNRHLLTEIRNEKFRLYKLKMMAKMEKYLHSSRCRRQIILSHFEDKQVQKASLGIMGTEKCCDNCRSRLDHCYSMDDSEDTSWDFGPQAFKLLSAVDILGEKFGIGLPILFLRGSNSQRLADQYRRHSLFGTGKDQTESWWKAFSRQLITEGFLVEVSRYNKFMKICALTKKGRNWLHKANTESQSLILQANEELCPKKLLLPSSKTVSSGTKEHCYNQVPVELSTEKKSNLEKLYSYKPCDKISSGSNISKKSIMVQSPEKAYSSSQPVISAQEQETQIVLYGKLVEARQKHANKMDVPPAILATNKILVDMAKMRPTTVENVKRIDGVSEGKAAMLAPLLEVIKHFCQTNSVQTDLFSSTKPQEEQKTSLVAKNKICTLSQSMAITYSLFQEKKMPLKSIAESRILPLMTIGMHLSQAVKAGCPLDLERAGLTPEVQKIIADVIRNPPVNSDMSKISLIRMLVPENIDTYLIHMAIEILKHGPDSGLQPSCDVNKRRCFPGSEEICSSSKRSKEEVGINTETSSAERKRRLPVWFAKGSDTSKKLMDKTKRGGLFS
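Kinetic red-fluorescence monitoring (525/598 nm) tracks WRN helicase activity after 100 nM fluorophore-quencher forked duplex and 2 mM ATP are added to 20 nM enzyme pretreated 15 min at room temperature with compound.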
SW480 rerep = A quantitative high throughput screen for small molecules that induce DNA re-replication in SW480 colon adenocarcinoma cells | SW480 DNA re-replication, Hoechst DNA content imaging, 48 h | Potency, µM (highest dose often 46.1 µM), for inactives: top-dose re-replication activation, usual class: activators | 340,000 tested, 1.8% active; further: potency means the concentration at half of the fitted maximal effect; % of control where 0% means no effect; nearly all actives have a fitted effect of over 55% in size
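SW480 cells exposed to compounds for 48 hr at 37 C, 5% CO2, then Hoechst-stained 40 min. Nuclear DNA content imaged by fluorescence scanning (405 nm excitation, 500-530 nm emission); re-replication scored as increased high-intensity nuclei.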
KB-V1 cytotox = qHTS assay for MDR1-selective chemotherapeutics: Primary screen using the drug-selected MDR subline cells KB-V1; KB-V1 MDR cells viability, CellTiter-Glo, 72 h; Potency, µM (top dose mostly 46.1 µM), inactives show at the highest dose activity change, negative = cytotoxicity, usual class: cytotoxic; 400,000 tested, 3.4% active; further: potency means the concentration at half of the fitted maximal effect; on the % scale 0 is the no-effect control and ±100 the full control effect; nearly all actives have a fitted effect of over 60% in size
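Following 72 h at 37 degrees C with compound, KB-V1 cell viability was read by CellTiter-Glo luminescence, medium being phenol-red-free DMEM plus 10% FBS; concentration-response parameters came from normalized, curve-fitted qHTS data.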
KB-3-1 tox = qHTS assay for MDR1-selective chemotherapeutics: Primary screen using the parental adenocarcinoma cell KB-3-1; KB-3-1 viability, CellTiter-Glo ATP luminescence, 72 h; Potency, µM (doses to about 46.1 µM), inactives show at the highest dose activity change, negative = cytotoxic, hits mostly cytotoxic; 400,000 tested, 1.4% active; further: potency means the concentration at half of the fitted maximal effect; on the % scale 0 is the no-effect control and ±100 the full control effect; nearly all actives have a fitted effect of over 60% in size
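Cytotoxicity in the drug-sensitive parental line KB-3-1 was scored as loss of CellTiter-Glo luminescence following 72 h incubation with compound. Values come from curve fitting of normalized concentration-response data.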
MCF10A rerep = A quantitative high throughput screen for small molecules that induce DNA re-replication in MCF 10a normal breast cells; 350,000 tested, 2.9% active; Potency, µM (highest dose often 46.1 µM), without a hit: at the highest dose activity, positive = re-replication, hits mostly activators; MCF 10A DNA re-replication, Hoechst nuclear intensity, 48 h; further: potency means the concentration at half of the fitted maximal effect; % of control where 0% means no effect; nearly all actives have a fitted effect of over 50% in size
IL1B secr inh = qHTS for Inhibitors of Inflammasome Signaling: IL-1-beta AlphaLISA Primary Screen. 360,000 tested, 4.7% active. THP-1 LPS/ATP IL-1B secretion, AlphaLISA, 16 h; hits give low values. activity change, % at 57.5 µM; in the data active means activity change below about -50%; inconclusive means mostly about -30% to -49%; further: on the % scale 0 is the no-effect control and ±100 the full control effect
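THP-1 cells pretreated 1 hr with compounds (up to 57.5 uM final), then stimulated with LPS (250 ng/mL final) plus ATP (1.25 mM final); secreted IL-1B measured by AlphaLISA after 16 hr, decreased signal indicating inhibition.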
ATXN2 expr inh = Primary qHTS for Inhibitors of ATXN expression. 360,000 tested, 0.72% active. Potency, µM (highest dose often 57 µM), for inactives: at the highest dose activity change, negative = inhibition, hits mostly inhibitors. HEK-293 ATXN2-luciferase reporter, luminescence, 24 h; further: potency means the concentration at half of the fitted maximal effect; on the % scale 0 is the no-effect control and ±100 the full control effect; nearly all actives have a fitted effect of over 55% in size
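ATXN2-luciferase reporter cells (luciferase flanked by upstream and downstream ATXN2 gene portions) were treated 24 h at 37 °C with compounds at up to 57 uM. SteadyGlo luminescence gave expression; GF-AFC fluorescence gave viability.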
HT1080 IDH1KD tx = qHTS for induction of synthetic lethality in tumor cells producing 2HG: qHTS for the HT-1080-IDH1KD cell line. 360,000 tested, 2% active. HT-1080 IDH1 knockdown viability, ATP luminescence, 48 h. Potency, µM (series often up to 46.1 µM), for inactives: at the top dose activity, negative = toxicity, hits mostly cytotoxic. AID 686971, 2013;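 further: potency means the concentration at half of the fitted maximal effect; 0% = DMSO wells and -100% = cell-free medium wells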
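Luminescent ATP read-out (CellTiter-Glo, 10 min at room temperature) after 48 h compound exposure at 37 °C gave viability of IDH1-knockdown HT-1080 cells. Activity was normalised to DMSO and cell-free wells, then fitted as concentration-response curves.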
HT1080NT lethal = qHTS for induction of synthetic lethality in tumor cells producing 2HG: qHTS for the HT-1080-NT fibrosarcoma cell line. HT-1080-NT fibrosarcoma viability, CellTiter-Glo ATP luminescence, 48 h. Potency, µM (titrated, usually from 46.1 µM), inactives show top-dose activity, negative = less viability, usual class: cytotoxic. 360,000 tested, 1.6% active. AID 686970, 2013;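 further: NT is the 2HG producing partner of a matched IDH1 knockdown line; potency means the concentration at half of the fitted maximal effect; 0% = DMSO-treated cells and -100% = media-only wells without cells; nearly all actives have a fitted effect of over 55% in size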
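Viability of the 2HG-overproducing fibrosarcoma line after 48 hours of compound exposure at 37 degrees C was determined by luminescence with CellTiter-Glo, and concentration-effect curves were then fitted and categorized.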
* marks the source's active call; other numbers are inactive results; ? = inconclusive; / = not tested or not shown; [ ] = dose if it differs, or a comment. Unless noted, the call rests on the fitted dose curve; in most records, active means well fitted curve in the direction sought with a large enough effect; inconclusive means small, poorly fitted or top-dose-only effect, or another doubt; inactive means no such curve, though single readings can be large; an effect the other way counts as inactive or inconclusive.

SMILES | WRN helicase inh | SW480 rerep | KB-V1 cytotox | KB-3-1 tox | MCF10A rerep | IL1B secr inh | ATXN2 expr inh | HT1080 IDH1KD tx | HT1080NT lethal
Cc1ccc(NS(=O)(=O)c2cccc(C(=O)N3CCN(C(=O)c4ccco4)CC3)c2)cc1 | -5% | 8% | 11% | 2% | 9% | 14 | -15% | -7% | -2%
COc1cccc(NC(=O)C(=S)NC2CCCCC2)c1 | 2% | -5% | 0% | 3% | 12% | -14 | 92%[activator] | 6% | -12%
CCOC(=O)Cc1cn2c(=O)cc(CSCC(=O)Nc3ccc(C)c(C)c3)nc2s1 | -26% | 16% | 0% | 3% | -3% | 2 | 82%[activator] | 11% | -6%
Cc1ccc(/C=N/N=C/c2ccc(C)cc2)cc1 | 3% | -1% | 29% | 15% | 0% | -7 | 45% | 23% | 28%
CC(=O)N(C)c1ccc(C=C2C=Cc3ccccc32)cc1 | -25% | ? | ? | -28% | ? | -78* | -2% | ? | -7%
CC(C)N=C(NC#N)SCC(=O)NC(C)(C)C | -2% | -2% | 1% | 0% | -1% | 0 | 1% | 12% | 19%
CCOc1ccc(S(=O)(=O)Nc2ccccc2C(=O)NCC2CCCO2)cc1 (stereo unspecified) | -5%[57.1 µM] | -3% | ? | 2% | -5% | 10 | 2% | 8%[9.24 µM] | 0%
COc1cc(OC)cc(OC(=O)c2ccc3c(=O)n4c(nc3c2)CCC4)c1 | -2%[11.6 µM] | -2% | 21% | 16% | ? | -14 | 2% | 12% | 12%
CS(=O)(=O)c1ncc(Cl)c(C(=O)Nc2ccc(N3CCOCC3)cc2)n1 | -6% | 10µM* | -2% | 1% | -4% | -102* | ? | 1.6µM* | 3.5µM*
O=C(Nc1ccc(Cl)c(Cl)c1)c1ccc(Cl)c(Cl)c1 | -1% | 0% | 5% | -1% | 0% | -6 | / | 6% | -1%
COc1ccc(C2=Nc3ccccc3N(C(=O)c3ccc(C(F)(F)F)cc3)C2C(=O)Nc2c(C)cccc2C)cc1 (stereo unspecified) | -4% | / | -9% | -9% | / | -11 | / | 2% | 15%
O=C(O[C@@H]1OC2COC(=O)c3cc(O)c(O)c(O)c3-c3c(cc(O)c(O)c3O)C(=O)O[C@@H]([C@H]1O)[C@@H]2O)c1cc(O)c(O)c(O)c1 | ? | -31% | 21% | -12% | -6% | 29 | -16% | -12% | -16%
C/C(CC(=O)N1CCN(C=O)CC1)=N\NC(=O)c1ccc(Cl)cc1 | -5% | -23% | -1% | 10% | ? | -11 | -6% | 4% | -5%
O=C(Cc1ccc(Br)cc1)Nc1cccc(S(=O)(=O)N2CCCCC2)c1 | -4% | / | ? | ? | / | -6 | / | ? | -29%
CC(NC(=O)COC(=O)c1ccccc1O)C1CC2CCC1C2 (stereo unspecified) | -3% | -3% | 10% | 1% | -6% | 0 | -20% | 11% | 7%
Cc1cc(NC(=O)c2ccc(F)cc2)no1 | 3% | -11% | 31% | 2% | 1% | -1 | / | 2% | 17%
COc1ccc(OCCCN2CCCCCC2)cc1 | 4% | -3% | -9% | 2% | 9% | -21 | 0% | 1% | -5%
COc1cc(/C=C2/SC(=O)N(Cc3ccccc3Cl)C2=O)ccc1OCc1ccncc1 | 5% | -1% | ? | ? | ? | -14 | -13% | 11% | 10%
CNC(=O)c1sccc1Oc1ccc(F)cc1[N+](=O)[O-] | 3% | ? | -1% | -9% | -8% | 30 | 2% | 2% | 2%
C=CCC[C@@H](Cc1ccc(F)cc1)C(=O)OC[C@H](C)NC(=O)[C@H](CC=C)CC(=O)N(CCO)Cc1ccccc1 | -5% | -3% | ? | -6% | 5% | ? | ? | -1% | -8%
CCc1nc2ccc(C(=O)Nc3cccc(OCC(=O)N(C)C)c3)cn2c1N(C)Cc1ccc(N(C)C)cc1 | -1% | / | 3% | 0% | / | -12 | -5% | 7% | 9%
COc1ccccc1C1=CC(=O)C[C@H](c2ccc(F)cc2)C1 | -6% | -1% | ? | 1% | -1% | ? | -11% | 0% | 15%
CC(C)CCN(C(=O)Cc1ccccc1F)c1c(N)n(Cc2ccccc2)c(=O)[nH]c1=O | -4% | -1% | -23% | -4% | 22% | 18 | -2% | -10% | -3%
O=C(Nc1ccc2c(c1)OCO2)c1ccccn1 | 1% | 9% | ? | ? | ? | -29 | -1% | -19% | -14%
Cc1ccc(SCC(=O)NNC(=O)CNC(=O)c2ccc(Br)cc2)cc1 | -7% | 12% | 22% | 11% | 6% | 16 | -18% | 14% | 0%
Cc1ccc(S(=O)(=O)NCCC(=O)Nc2ncccc2O)cc1C | 2% | -7% | -4% | 0% | 2% | 4 | 13% | 10% | 3%
CCOc1ccccc1NS(=O)(=O)c1cn(C)c(=O)n(C)c1=O | -3% | -8% | 4% | 14% | 4% | -14 | 3% | 12% | 6%
CCOc1c(Cl)cc(CNCc2ccncc2)cc1OC | 0%[57.1 µM] | -1% | -15% | -2% | -22% | 30 | -18% | -9% | -9%
COc1cccc(CN2CC(C(=O)NCCCc3ccncc3)CCC2=O)c1 (stereo unspecified) | -11% | -3% | 6% | 11% | 2% | 13 | 7% | 22% | 12%
Cn1cccc1C(=O)OCc1cc(Cl)cc2c1OCOC2 | -2% | 0% | -2% | 1% | 10% | 3 | 61%[activator] | 4% | 10%
FC(F)(F)c1cnc(Nc2ccc(N3CCOCC3)cc2)c(Cl)c1 | -4% | -12% | 6% | -2% | 0% | ? | -4% | -15% | -3%
COc1ccc(C(O)c2ncc(-c3ccccc3Cl)[nH]2)cc1 (stereo unspecified) | -9% | / | 0% | 0% | / | -2 | 7% | 18% | 4%
Cc1ccccc1CS(=O)(=O)CCC(=O)NCc1ccc(F)cc1Cl | 0% | -5% | -19% | 2% | -3% | 18 | -1% | 0% | -9%
C#CCOCCOCCOCCNc1nc(N2CCOCC2)nc(N2CCN(C(=O)[C@H](Cc3ccc(O)cc3)n3cc(CCO)nn3)CC2)n1 | 2% | -5% | ? | 6% | 10% | 2 | 9% | 16% | 0%
O=C1/C(=C/c2cccnc2)CCC/C1=C\c1cccnc1 | -11%[11.6 µM] | 1.3µM* | 3.3µM* | ? | 1.2µM* | -107* | 18µM* | ? | ?
CCN1C(=O)N[C@@H](c2cccc(C(F)(F)F)c2)[C@@H](C(=O)OC)[C@H]1C | 2% | -5% | 24% | 2% | 13% | 32 | 1% | 0% | 0%
CC(C)N(Cc1nccn1C)C(=O)CC1C(=O)NCCN1Cc1ccc(F)c(F)c1 (stereo unspecified) | 2% | -14% | 30% | 20% | 3% | 0 | 5% | 2% | 13%
Cc1ccc(C2C(C#N)=C(N)Oc3n[nH]c(-c4ccccc4)c32)o1 (stereo unspecified) | ? | ? | -2% | 7% | ? | 4 | 7% | 0% | -6%
COc1ccccc1/C=C/C=N/NC(=O)CC1C(=O)NN=C1C (stereo unspecified) | -10% | -9% | 1% | 17% | 1% | 24 | 1% | 12% | 6%
CN(C)CCCN=Cc1c(O)n(Cc2ccccc2)c(=O)c2ccccc12 | -8%[57.1 µM] | 0% | -19% | -2% | -8% | ? | -10% | -17% | -23%
CC(OC(=O)C1CCN(c2ccc(C(F)(F)F)cn2)CC1)C(=O)c1ccccc1 (stereo unspecified) | -11% | 14% | 3% | 5% | -3% | 3 | -14% | -4% | -5%
O=[N+]([O-])c1ccc(/C=C/C2=NN(c3ccccc3)C(c3ccco3)C2)cc1 (stereo unspecified) | -2% | 0% | -7% | -6% | ? | -24 | 37% | -7% | -10%
CCCS(=O)(=O)NC(=O)C1(C)CCCN(C(=O)Cc2ccc3ccccc3c2)C1 (stereo unspecified) | 2% | / | 3% | 0% | / | 18 | 2% | 3% | 0%
CCOC(=O)C1C(c2ccc(O)cc2)NC(=O)NC1(O)C(F)(F)F (stereo unspecified) | 7% | -1% | 18% | -1% | ? | 29 | -13% | 0% | 6%
COc1ccc(C(=O)N/N=C\c2coc3ccc(Cl)cc3c2=O)cc1 | 0% | -19% | -6% | -1% | -32%[inhibitor] | -7 | -12% | -1% | -3%
O=C(CS(=O)(=O)Cc1ccccc1)Nc1nc2c(s1)CCCC2 | 2% | 0%[9.22 µM] | -2% | 6% | -6% | -1 | -1% | 14% | 1%
CCCC(=O)Nc1ccc2nn(-c3ccc(OC)cc3)nc2c1 | -18% | -37%[inhibitor] | 0% | 0% | ? | -7 | 36%[activator] | ? | ?
CCNC(=S)NCc1ccc(Cl)cc1 | 8% | -3% | 1% | -4% | -2% | 7 | -12% | 4% | 4%

Compounds listed so far that have bromine (2):
SMILES | WRN helicase inh | SW480 rerep | KB-V1 cytotox | KB-3-1 tox | MCF10A rerep | IL1B secr inh | ATXN2 expr inh | HT1080 IDH1KD tx | HT1080NT lethal
O=C(Cc1ccc(Br)cc1)Nc1cccc(S(=O)(=O)N2CCCCC2)c1 | -4% | / | ? | ? | / | -6 | / | ? | -29%
Cc1ccc(SCC(=O)NNC(=O)CNC(=O)c2ccc(Br)cc2)cc1 | -7% | 12% | 22% | 11% | 6% | 16 | -18% | 14% | 0%
